# From PubChem BioAssay
# mouse EphA4 binding = EphA4 ligand-binding antagonists – biochemical, colorimetric, mouse EphA4, primary screen (AID 689); 62,000 compounds, 0.1% hits; inhibition, % at 10 µM, or IC50 in µM where a hit was titrated; EphA4-AP binding to KYL peptide, pNPP A405; higher % means a stronger effect; in the data active = a potency from the dose series; inactive = the rest, 99 in 100 with inhibition below about 22%
# Starred values were filed as active, the others as inactive; & = joins results of further samples. These rows are one share of the data. The share of hits here may be higher or lower than overall.
SMILES,mouse EphA4 binding
CCN(CC)CCNC(=O)c1cn(C)c2ccc(S(=O)(=O)N(C)C3CCCCC3)cc2c1=O,-4%
COc1ccc(CN(C(=O)Cn2nnc3ccccc32)C(C(=O)NC(C)(C)C)c2ccco2)cc1 (stereo unspecified),-9%
O=C(O)c1ccccc1Nc1ccccc1C(=O)O,-7%
CCOC(=O)Nc1ccc(C(N)=O)cc1,-7%
Cc1ccc(Oc2ccc(/C=N/O)cn2)cc1,12%
Cn1c(=O)n(CCOc2ccc(Cl)cc2Cl)c2ccccc21,-5%
COc1ccc(N2C(=O)C3CCCN3C2c2cc(OC)c(OC)c(OC)c2)cc1 (stereo unspecified),4%
CCOc1ccc(C(C)NC(=O)CCC(=O)O)cc1 (stereo unspecified),-11%
O=[N+]([O-])c1ccc(Cl)c(/C=N/N2CCN(Cc3ccc(Cl)cc3)CC2)c1,4%
CCCCOc1ccc(C(=O)NCCOc2ccccc2Cl)cc1,4%
Cc1ccc(S(=O)(=O)N/N=C\c2ccc(C)o2)cc1,6%
CCN(CC)C(=O)c1ccc(C(=O)c2ccccc2)cc1,-7%
Cc1cccc(NC2=C(Cl)C(=O)N(c3cccc(Cl)c3Cl)C2=O)c1,2%
CC(NC(=O)NCCCC(=O)O)(C(F)(F)F)C(F)(F)F,-15%
COc1cccc(C2C(C#N)=C(N)Oc3c2oc(CO)cc3=O)c1OC (stereo unspecified),-10%
CCOC(=O)C1CCN(Cc2c(O)ccc3ccccc23)CC1,-2%
O=C(Nc1ccccc1Cl)c1cccs1,-6%
Cn1c(NC(=O)c2ccc([N+](=O)[O-])cc2Cl)cc(=O)n(C)c1=O,-7%
O=C1c2ccccc2C2(O)OC(c3ccccc3)=C(c3nc4ccccc4s3)C12O (stereo unspecified),12%
Cc1nc(N)sc1C(=O)Nc1ccccc1,-9%
Cc1ccc2[nH]c(=S)cc(C)c2c1,-12%
CCn1c(SC(C)C(=O)OC)nnc1-c1c[nH]c2ccccc12 (stereo unspecified),-6%
CCCn1c(CNc2ccc(Br)cc2)nc2ccccc21,1%
CSC1=NCCN1C(=O)c1ccco1,2%
O=C(c1ccc(CS(=O)(=O)Cc2ccc(Cl)cc2)o1)N1CCCC1,-13%

# An excerpt from above in order of count of non-hydrogen atoms, low to high.
SMILES,mouse EphA4 binding
Cc1ccc2[nH]c(=S)cc(C)c2c1,-12%
CSC1=NCCN1C(=O)c1ccco1,2%
CCOC(=O)Nc1ccc(C(N)=O)cc1,-7%
Cc1nc(N)sc1C(=O)Nc1ccccc1,-9%
Cc1ccc(Oc2ccc(/C=N/O)cn2)cc1,12%
O=C(O)c1ccccc1Nc1ccccc1C(=O)O,-7%
CC(NC(=O)NCCCC(=O)O)(C(F)(F)F)C(F)(F)F,-15%
CCN(CC)C(=O)c1ccc(C(=O)c2ccccc2)cc1,-7%
Cn1c(=O)n(CCOc2ccc(Cl)cc2Cl)c2ccccc21,-5%
Cn1c(NC(=O)c2ccc([N+](=O)[O-])cc2Cl)cc(=O)n(C)c1=O,-7%
CCCCOc1ccc(C(=O)NCCOc2ccccc2Cl)cc1,4%
COc1cccc(C2C(C#N)=C(N)Oc3c2oc(CO)cc3=O)c1OC (stereo unspecified),-10%
COc1ccc(N2C(=O)C3CCCN3C2c2cc(OC)c(OC)c(OC)c2)cc1 (stereo unspecified),4%
O=C1c2ccccc2C2(O)OC(c3ccccc3)=C(c3nc4ccccc4s3)C12O (stereo unspecified),12%
CCN(CC)CCNC(=O)c1cn(C)c2ccc(S(=O)(=O)N(C)C3CCCCC3)cc2c1=O,-4%
COc1ccc(CN(C(=O)Cn2nnc3ccccc32)C(C(=O)NC(C)(C)C)c2ccco2)cc1 (stereo unspecified),-9%

# Additional compounds.
SMILES,mouse EphA4 binding
CCOC(=O)c1sc2nc[nH]c(=O)c2c1C,-2%
COc1ccccc1Nc1ncc(C(C)=O)c(C)n1,4%
Cc1ccc(C(=O)CCNc2cccc(Br)c2)o1,0%&-8%
Cc1cc(Nc2ccc3c(c2)OCCO3)n2ncnc2n1,-4%
COc1ccc(C(=O)SC2=NCCS2)cc1OC,1%
COCc1nnc(NC(=O)CCCOc2ccccc2OC)s1,2%
O=C(O)C1C2C=CC(C3CC23)C1C(=O)N1CCc2ccccc21 (stereo unspecified),-5%
O=C(c1ccc(F)cc1F)N1CCN(c2ncccn2)CC1,-12%
O=S(=O)(c1ccc2nc(-c3ccco3)c(-c3ccco3)nc2c1)N1CCOCC1,21µM*
N#Cc1c(N)n(CCCN2CCOCC2)c2nc3ccccc3nc12,-3%
COc1cccc(C(=O)N(Cc2ccccc2)Cc2cc3cc4c(cc3[nH]c2=O)OCCO4)c1,-13%
CC1(C)Oc2cc(N)c([N+](=O)[O-])cc2O1,4%
Cc1cc(NC(=O)c2ccccc2Cl)c(C(C)C)cc1O,-5%
Nc1nc2ccc(C(=O)NC3CCCCC3)cc2s1,-17%
Cc1ccc(S(=O)(=O)CCC(=O)Nc2nc3c(s2)CCCC3)cc1,-12%
O=C(c1cc2n(n1)C(C(F)(F)F)CC(c1cccs1)N2)N1CCN(C(c2ccccc2)c2ccccc2)CC1 (stereo unspecified),-7%
COc1cc(SC)ccc1C(=O)Nc1ccc(S(=O)(=O)N2CCCC2)cc1,-8%
COc1ccc(N2C(=O)C(Cl)=C(N(CCO)Cc3ccccc3)C2=O)cc1,1%
O=C(Cc1ccccc1)Nc1ccc2nn(-c3ccc(Cl)cc3)nc2c1,-1%
Cc1nc(NCCN2CCOCC2)c2oc3ccccc3c2n1,0%
Nc1nnc(CSCc2ccccc2)s1,-4%
COc1ccc(Cl)cc1C(=O)NCc1ccccn1,5%
C=CCOc1ccc(/C=C/C(C)=N\O)cc1,-7%
O=C(CSCc1c(Cl)cccc1Cl)NCc1cccnc1,-7%
O=S(=O)(O)c1nnc2sc3ccccc3n12,8%

# Following part:
SMILES,mouse EphA4 binding
Cc1cc(C)c(C)c(S(=O)(=O)N2CCN(C(=O)c3cc(=O)[nH]c4ccccc34)CC2)c1C,-11%
CN1/C(=C\P(=O)(N(C)C)N(C)C)C(C)(C)c2ccccc21,-4%
COCc1cc(Sc2ccc(Cl)cc2)nc(-c2ccccc2)n1,-1%
COC(=O)C1=C(C)Nc2ncnn2C1c1ccc(OC(=O)c2ccccc2)cc1 (stereo unspecified),-5%
Cc1nc2ncnn2c(C)c1CCC(=O)N1CCOCC1,-6%
CCOc1ccc(OCc2cccc(C(=O)O)c2)cc1,-2%
CN(C)Cc1c(O)ccc2occ(C(O)c3ccccc3)c12 (stereo unspecified),-10%
COc1ccc(C2NCCc3cc(OC)c(OC)cc32)cc1OC (stereo unspecified),-8%
CCOC(=O)c1cccc(NC(=O)CN2CCN(c3ccc(OC)cc3)CC2)c1,6%
O=C1CN(S(=O)(=O)c2ccc(F)cc2)CC(=O)N1CCc1ccccc1,9%
O=C1c2ccccc2C(=O)N1CCCCSc1nnc2c(Cl)cc(Cl)cn12,-8%
COc1ccccc1C(=O)Nc1ccc(Oc2ncnc3sc(-c4ccccc4)cc23)cc1,-11%
CN(C)S(=O)(=O)c1cccc(C(=O)NC2CCCc3ccccc32)c1 (stereo unspecified),-8%
Cc1ccc2c(c1)C(C)CC(C)(C)N2C(=O)NC1CCCCC1 (stereo unspecified),-4%
Cc1ccc(NC(=O)CN(C)C(=O)CSc2nc3ccccc3c(=O)n2Cc2ccco2)cc1,-5%
CCCC1C(c2ccco2)NC(c2ccco2)CC1(C)O (stereo unspecified),-8%
CCCCC(CC)COC1(c2ccccc2)OC(=O)c2ccccc21 (stereo unspecified),-2%
COC(=S)N/C(=N/S(=O)(=O)c1ccc(Cl)cc1)c1ccccc1,13%
C#CCSc1nnc(-c2sc(-c3ccccc3)nc2C)n1C,-11%
CCCc1[nH]n(-c2nc3ccccc3s2)c(=O)c1C=NCC1CCCO1 (stereo unspecified),-1%
Cc1cc(C(=O)CN2C(=O)CCC2=O)c(C)n1Cc1ccccc1,-10%
CCc1ccccc1N(C(=O)Cn1nnc2ccccc21)C(C(=O)NCCOC)c1ccco1 (stereo unspecified),-8%
Cc1cc(NC(=O)COn2nnc3ccccc32)no1,-23%
CCOC(=O)CSc1n[nH]c(NC(=O)c2ccc(F)cc2)n1,10%
CC(=O)c1sc(NC(=O)C2(F)C(F)(F)C(F)(F)C(F)(F)C(F)(F)C2(F)F)nc1C,1%

# Next compounds
SMILES,mouse EphA4 binding
Cc1cc(Oc2ccc(C#N)cc2)nc(N2CCOCC2)n1,-15%
O=C1NN(c2ccccc2)C(=O)/C1=C/c1cc([N+](=O)[O-])c(Cl)cc1Cl,4%
CC1CN(C2CCN(S(=O)(=O)c3ccc4ccccc4c3)CC2)CC(C)O1 (stereo unspecified),2%
Cc1ccc(-n2[nH]c(C)c(/C=N/n3c(C)nc4ccccc4c3=O)c2=O)cc1,-1%
COc1ccc(N2C(=O)C3CCCN3C2c2ccccc2OC)cc1 (stereo unspecified),6%
CC(=O)NC1(c2nnnn2CCOC(=O)Nc2ccc(Cl)cc2)CCCCC1,1%
Cc1ccc(S(=O)(=O)N2CCC(C(=O)OC(C)C(=O)NCc3ccc4c(c3)OCO4)CC2)cc1 (stereo unspecified),-4%
CCCCC1(C)OC(=O)C(=Cc2ccc(N(C)C)cc2)C(=O)O1 (stereo unspecified),6%
CCOC(=O)Cn1c2ccc(OC)cc2c2nc3ccccc3nc21,-10%
CC(C)(C)N1C(=O)c2ccc(C(=O)Nc3ccc(C(=O)O)cc3)cc2C1=O,4%
COc1ccccc1-c1cc(C(=O)Nc2cccnc2)no1,-5%
CNC(=O)c1ccc(-n2nc(C)cc2-c2ccccc2)cc1,-3%
CCCC(=O)Nc1cccc(NC(=O)c2ccc(C)c([N+](=O)[O-])c2)c1,-7%
COC(=O)c1c(C)oc2ccc(OCc3ccc([N+](=O)[O-])cc3)cc12,2%
O=C(O)CCCC(=O)N1CCN(c2cccc(Cl)c2)CC1,-4%
CCOC(=O)CSc1cc(C(F)(F)F)nc(-c2ccccn2)n1,-8%
Cc1ccc(-c2ccc(/C=N/N3C(=O)C4C5C=CC(C6CC56)C4C3=O)o2)c([N+](=O)[O-])c1 (stereo unspecified),-6%
Nc1nc(NCc2ccccc2)nc(Nc2ccc(F)cc2)c1[N+](=O)[O-],-2%
CCN(CC)CCNC1=NCCn2c1cc1cc(OC)ccc12,-17%
O=C(NCC1COc2ccccc2O1)c1c[nH]c2ccc(S(=O)(=O)N3CCOCC3)cc2c1=O (stereo unspecified),-7%
Clc1ccc(-c2noc(CCc3ccccc3)n2)cc1,-4%
O=S1(=O)CC(S(=O)(=O)c2ccccc2)C(S(=O)(=O)c2ccccc2)C1 (stereo unspecified),-13%
O=C(/C=C/c1ccc(OC2CSC2)cc1)c1ccccc1,-7%
CC(=O)c1cc2c(cc1NC(=O)c1cc3nc(C(C)C)cc(C(F)(F)F)n3n1)OCO2,-23%
O=C(Nc1ccc(O)cc1C(=O)O)c1ccccc1Br,15%

# Continued:
SMILES,mouse EphA4 binding
O=C(CCN1CCN(c2ccccc2F)CC1)Nc1ccccc1F,-10%
CCCOc1ccccc1C1NC(=O)NC(C)=C1C(=O)OCCOCC (stereo unspecified),-6%
O=C(Nc1ccccc1N1CCCCC1)c1ccccc1F,13%
COc1ccccc1OCc1ccoc1C(=O)O,1%
CCCCCOc1ccc(C(=O)NCC2(c3ccccc3)CCOCC2)cc1,1%
CC12CN(Cc3ccccc3)CC(C)(CN(Cc3ccccc3)C1)C2=NO,-2%
O=C(Nc1cccc2ncccc12)c1ccc(-c2ccc(Cl)cc2Cl)o1,-5%
CC(C)n1c(N2CCN(C(=O)Nc3ccc(F)cc3F)CC2)nc2ccccc21,-2%
CCOc1cccc(Nc2cc3n(c(=O)n2)CCc2cc(OC)c(OC)cc2-3)c1,-9%
O=c1c2ccccc2nc(-c2ccco2)n1CCCn1ccnc1,-19%
CCC(=O)Nc1nc(C)c(-c2csc(Nc3ccc(S(=O)(=O)Nc4cc(C)on4)cc3)n2)s1,-4%
N=c1c2c(n(Cc3ccc(Cl)cc3)c3c1CCC3)CCC2,1%
Cc1cccc(OCCC(=O)OCC(=O)N2CCc3ccccc32)c1,2%
O=C(Nc1ccc2c(c1)nc1n2CCCCC1)c1cc(S(=O)(=O)N2CCOCC2)ccc1Cl,-10%
CC1(C(=O)NC2CCCC2)CCC(=O)N1Cc1ccc2c(c1)OCO2 (stereo unspecified),-7%
O=C(Cn1c(=O)oc2ccccc21)N1CCN(c2ccc(N3CCOCC3)nn2)CC1,-22%
c1ccc(CNc2ncnc3c2cnn3-c2ccccc2)cc1,2%
Nc1nc(CSc2nc3ccccc3s2)nc(N2CCCCC2)n1,-7%
COc1ccc(-c2cc3nc(C4CCN(C(=O)OC(C)(C)C)CC4)c(C(=O)O)cn3n2)cc1,-10%
COc1ccc(S(=O)(=O)N(CC(=O)NCCCN(C)C)c2ccc(C)cc2)cc1OC,3%
Cc1cc(NC(=O)CSc2cn(C)c3ccccc23)no1,-4%
O=C(N/N=C/c1cc([N+](=O)[O-])ccc1N1CCNCC1)c1ccc([N+](=O)[O-])cc1,-5%
COCCNC(=O)c1onc(CSc2ccc(C)c(C)c2)c1C(=O)O,-7%
CC(C)(C)OC(=O)N1N=C(c2ccccc2)CC1(O)C(F)(F)F (stereo unspecified),-12%
CC(C)(C)c1ccc(C(=O)Nc2ccc(NC(=O)c3ccco3)cc2)cc1,-23%

# An excerpt of these results, with values ahead of the structure.
mouse EphA4 binding | Compound
-10% | COc1ccc(-c2cc3nc(C4CCN(C(=O)OC(C)(C)C)CC4)c(C(=O)O)cn3n2)cc1
-5% | O=C(Nc1cccc2ncccc12)c1ccc(-c2ccc(Cl)cc2Cl)o1
-9% | CCOc1cccc(Nc2cc3n(c(=O)n2)CCc2cc(OC)c(OC)cc2-3)c1

# Following part.
SMILES,mouse EphA4 binding
COc1ccc(Cl)cc1C(=O)Nc1ccccc1N1CCN(C(=O)C(C)C)CC1,-1%
O=C(c1ccccc1)c1cc(F)c(N2CCOCC2)cc1Cl,9%
CCN(CC(=O)NCCc1ccc(S(N)(=O)=O)cc1)Cc1nc2ccccc2c(=O)[nH]1,-8%
Cc1ccc(NC(=S)NC(=O)c2ccccc2)cc1Br,-1%
COC(=O)[C@H](C)NC(=O)Nc1cccc(C)c1,-11%
O=c1cc(CSc2nnc(-c3cccs3)n2Cc2ccccc2)nc2sc3ccccc3n12,-10%
O=C(O)c1ccc(N2C(=O)CC(Cc3ccccc3)C2=O)cc1 (stereo unspecified),-1%&-12%
COc1ccc(Cn2nnnc2C(c2ccc(C)cc2)N2CCN(C3CCCC3)CC2)cc1 (stereo unspecified),-16%
